# Compound activity (PubChem BioAssay)
# AID2073: disruptors of CaV2.2 binding to Mint1 – biochemical, HTRF (AID 2073) | 290,000 compounds, 0.19% hits | inhibition, % at 20 µM, or IC50 in µM where a hit was titrated | HTRF protein-protein interaction, Mint1-CaV2.2; higher % means a stronger effect; in the data active = inhibition mostly above about 51%, no sharp cut-off; inconclusive = no clear call, values can overlap the other calls; inactive = mostly below about 53%; note: some results filed as inactive read as strong as hits
# Dengue-2 NS5 capping: flavivirus cap methylation enzyme inhibition – biochemical, confirmation dose response, primary screen (AID 588689). Dengue-2 NS5 methyltransferase capping enzyme assay, biochemical; higher % means a stronger effect. 340,000 compounds, 0.3% hits. one-dose inhibition, % at 25 µM; IC50 in µM for titrated hits; in the data active = a potency from the dose series; inconclusive = inhibition above about 29% without an active follow-up result
# LYP inhibition: inhibitors of LYP phosphatase, biochemical, fluorescence intensity, uHTS (AID 1779) | recombinant LYP phosphatase, fluorescence intensity; higher % means a stronger effect | 290,000 compounds, 0.054% hits | inhibition, % at 11.5 µM, or IC50 in µM where a hit was titrated;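 note: plate controls were vehicle with enzyme for no effect and no enzyme for full effect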
# HIV peptide binding: cell-free HIV fusion peptide-binding blockers – biochemical, uHTS, fluorescence dequenching, primary screen (AID 1986). inhibition, % at 20 µM, or IC50 in µM where a hit was titrated. 290,000 compounds, 0.3% hits. cell-free peptide binding, fluorescence dequenching, 30 min; higher % means a stronger effect; in the data active = inhibition mostly above about 52%, no sharp cut-off; inactive = mostly below about 76%; note: some results filed as inactive read as strong as hits
# HEK293 NOD2/NF-kB: inhibition of NOD2-driven NF-kB reporter – cell-based, luminescence, uHTS, HEK293 (AID 1566); 290,000 compounds, 0.63% hits; inhibition, % at 4 µM; hits with a dose series show EC50 in µM; HEK293 NOD2/NF-kB luciferase reporter, luminescence; higher % means a stronger effect; note: many of its hits are not listed in these tables
# SIAH1 antagonists: blockers of Siah-1 interaction with plectin peptide – biochemical, fluorescence polarization, rhodamine-plectin, uHTS, primary screen (AID 1817); one-dose displacement, % at 20 µM; IC50 in µM for titrated hits; 290,000 compounds, 0.02% hits; Siah-1 / rhodamine-plectin peptide fluorescence polarization; higher % means a stronger effect;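 active = displacement of at least 50% at 20 µM, with a fluorescence ratio check between 0.3 and a set limit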;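 note: plate controls were Siah plus tracer with DMSO for no effect and tracer alone without Siah for full effect; strong numbers were not always called active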
# XIAP displacement: XIAP antagonists, biochemical, IAP family, fluorescence polarization (AID 1018). XIAP BIR domain, fluorescence polarization peptide displacement; higher % means a stronger effect. displacement, % at 20 µM; hits with a dose series show IC50 in µM. 200,000 compounds, 0.007% hits; in the data active = displacement above about 50%; note: a part of the inactive calls stands beside numbers as strong as those of hits
# Lipid droplet: modulators of hepatic lipid droplet formation | AID 1656 | AML12 mouse hepatocytes, oleate lipid droplets, BODIPY imaging | inhibition, % at 6.5 µM | 240,000 compounds, 0.4% hits;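 active = lipid droplet intensity inhibited by at least 50%, with more than 500 cells counted; inconclusive = wells with under 300 cells, treated as cytotoxic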
#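 Material – AML12 mouse liver cells · Also added – oleate loading, 100 µM · Compound dosing – 6.5 µM single-point dosing · Times – overnight treatment with compound plus oleate · Measured by – fluorescence imaging, 20x objective, two fields per well · Read-out – percent inhibition of filter-corrected integrated lipid droplet intensity per well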
# Myeloid diff 2: promotes myeloid progenitor differentiation; 360,000 compounds, 1% hits; calls only at 10 µM; ER-HoxA9 myeloid progenitors, lysozyme-GFP differentiation, flow cytometry;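 active = normalized GFP-positive differentiation at or above the plate's own cutoff, the solvent-only control mean plus 3 SD; inconclusive = no clear call, values can overlap the other calls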;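 note: cells exposed to compound for four days before flow analysis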
# Lipid droplet cells 6.5 µM: second read-out of Lipid droplet, no call of its own (marks repeat the call); cell count; measured here: cell count, cytotoxicity flag;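 cells counted across two imaged fields per well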
# Dengue-2 NS5 capping pilot replicate: second read-out of Dengue-2 NS5 capping, no call of its own (marks repeat the call); inhibition, %; measured here: pilot screen replicate inhibition
# Myeloid diff 2 GFP+ MAC1+ %: further read-out of Myeloid diff 2, marked with its call; GFP+ MAC1+ double positive, %; measured here: differentiation confirmed by MAC1 staining
# Numbers without * were called inactive; i = inactive; ? = inconclusive; · = no result given; & = joins results of further samples. Cut-off read from the data, not from the text of the source, unless noted: active = inhibition above about 50%; inactive = the rest.
SMILES,AID2073,Dengue-2 NS5 capping,LYP inhibition,HIV peptide binding,HEK293 NOD2/NF-kB,SIAH1 antagonists,XIAP displacement,Lipid droplet,Lipid droplet cells 6.5 µM,Myeloid diff 2,Myeloid diff 2 GFP+ MAC1+ %,others
O=C1c2oc3ccccc3c(=O)c2C(c2cccnc2)N1Cc1ccco1 (configuration not stated),2%,-5%,4%,2.7%,0%,4%,4.9%,-21,674,i,0.4,
COCCOCCn1c(/C=C/c2ccccc2)nc2ccccc21,14%,-9%,-5%,-0.7%,-139%,3%,2.9%,8,714,i,0.2,
Cc1cccc(C)c1NC(=S)NCCSc1ccc(Cl)cc1,4%,-1%,-4%,0.4%,-36%,2%,-3.1%,-15,749,i,0.4,
CCN(CC)S(=O)(=O)c1cc(NC(=O)C(CC(C)C)NC(N)=O)ccc1C (configuration not stated),-9%,-8%,-4%,-0.9%,58%*,2%,-3.9%,4,657,i,0.4,
CC(C)c1ccc(NC(=O)C2CC3CCC2C3)cc1 (configuration not stated),2%,·,-5%,-0.3%,-55%,0%,·,3,784,i,0.0,
COc1ccc(NC(=O)/C=C/c2ccccc2)c([N+](=O)[O-])c1,10%,-2%,-4%,0.6%,-38%,-2%,-1.8%,7,584,i,0.8,
COc1ccc(CCNC(=O)c2noc3c2CCCC3)cc1OC,-8%,-3%,-5%,0.5%,12%,1%,-0.4%,6,773,i,8.6,
Cc1nnsc1-c1onc(C)c1C(=O)O/N=C/c1ccc(Cl)cc1,1%,-5%,-3%,-0.8%,1%,6%,·,-4,700,i,0.8,
CC(=O)N1CCC(N(CCN2CCOCC2)C(=S)Nc2ccc(C)cc2)CC1,-29%,3%,-6%,0.6%,13%,2%,-9.2%,-10,739,i,0.4,
C=CCOc1c(Br)cc(CNc2ccc3[nH]c(=O)[nH]c3c2)cc1OCC,13%,4%,3%,0.7%,45%,0%,-6.6%,-13,629,i,0.3,
CCCN(CCC)C(=O)Cc1coc2ccc3ccccc3c12,-4%,-4%,-2%,-0.4%,2%,0%,-8.6%,30,829,i,0.7,
CCC(=O)c1ccc(N2CCCCCC2)c(F)c1,22%,-3%,1%,0.0%,-8%,-6%,-4.7%,5,737,i,0.9,
COC(=O)c1cc(OC)c(OC)cc1NC(=O)c1cccc(OC)c1OC,1%,-1%,-4%,-1.6%,20%,-1%,1.5%,-12,721,i,0.5,
COc1cccc(N2CCN(c3ccc4nnc(CCC(=O)Nc5cccc(C(C)=O)c5)n4n3)CC2)c1,46%,1%,-9%,0.0%,17%,1%,·,3,699,i,6.2,
O=C(Nc1nc2c(F)cccc2s1)c1ccco1,3%,-6%,-3%,-0.6%,-108%,3%,·,-44,756,i,1.6,

# Among those listed so far, 5 have a halogen.
SMILES,AID2073,Dengue-2 NS5 capping,LYP inhibition,HIV peptide binding,HEK293 NOD2/NF-kB,SIAH1 antagonists,XIAP displacement,Lipid droplet,Lipid droplet cells 6.5 µM,Myeloid diff 2,Myeloid diff 2 GFP+ MAC1+ %,others
Cc1cccc(C)c1NC(=S)NCCSc1ccc(Cl)cc1,4%,-1%,-4%,0.4%,-36%,2%,-3.1%,-15,749,i,0.4,
Cc1nnsc1-c1onc(C)c1C(=O)O/N=C/c1ccc(Cl)cc1,1%,-5%,-3%,-0.8%,1%,6%,·,-4,700,i,0.8,
C=CCOc1c(Br)cc(CNc2ccc3[nH]c(=O)[nH]c3c2)cc1OCC,13%,4%,3%,0.7%,45%,0%,-6.6%,-13,629,i,0.3,
CCC(=O)c1ccc(N2CCCCCC2)c(F)c1,22%,-3%,1%,0.0%,-8%,-6%,-4.7%,5,737,i,0.9,
O=C(Nc1nc2c(F)cccc2s1)c1ccco1,3%,-6%,-3%,-0.6%,-108%,3%,·,-44,756,i,1.6,

# (more compounds)
SMILES,AID2073,Dengue-2 NS5 capping,LYP inhibition,HIV peptide binding,HEK293 NOD2/NF-kB,SIAH1 antagonists,XIAP displacement,Lipid droplet,Lipid droplet cells 6.5 µM,Myeloid diff 2,Myeloid diff 2 GFP+ MAC1+ %,others
CC1CCCN(C(=O)CCc2ccccc2)C1 (configuration not stated),-5%,-4%,-8%,-3.5%,-7%,2%,-0.3%,-33,669,i,0.2,
CCOC(=O)N1CCC(c2cc(=O)n3[nH]cc(C(=O)OC)c3n2)CC1,-10%,-1%,0%,-1.6%,10%,9%,-0.8%,38,722,i,1.8,
Oc1c(/C=N/Nc2cccc3cccnc23)ccc2ccccc12,27%,17%,-7%,62%,-75%,93%*,-5.8%,-11,511,i,0.9,
CON1C(=O)CN(C(C)=O)C1c1ccc(Cl)cc1Cl (configuration not stated),2%,-3%,-10%,1.0%,-4%,7%,-3.8%,-10,787,·,·,
CC(C)C1=Nc2cccc3cccc(c23)N1,-43%,-1%,0%,-2.1%,14%,3%,-7.0%,·,·,i,0.0,
CCn1c2ccccc2c2cc(NC(=O)CSc3nnc(-c4ccc(OC)c(OC)c4)n3N)ccc21,16%,1%,-5%,1.3%,14%,0%,-5.8%,·,·,i,1.0,Dengue-2 NS5 capping pilot replicate=-5.5
Clc1ccc(OCc2nnc(SCCN3CCCCC3)n2Cc2ccco2)cc1,-8%,-11%,-5%,-0.6%,6%,1%,-4.8%,-26,715,i,1.2,
C[C@H](CS)C(=O)N1CCC[C@H]1C(=O)O,20%,1%,1%,2.9%,-6%,1%,-3.1%,-1,723,i,1.8,
CC1(C)Cc2c(sc(NC(=O)C(=O)N3CCN(CCO)CC3)c2C(N)=O)CO1,-5%,1%,0%,-1.4%,11%,1%,·,8,729,i,0.0,
CCN(CCCNC(=O)CCCN1C(=O)COc2ccc(C)cc21)c1cccc(C)c1,?,-5%,0%,2.4%,11%,-1%,0.5%,·,·,i,4.5,
CCOC(=O)c1sc(=S)n(-c2ccc(F)c(F)c2)c1N,5%,-1%,-3%,0.6%,-8%,-2%,-4.6%,-20,682,i,0.9,
CCOc1nc(S(=O)(=O)c2ccc(C)cc2)c(Cl)s1,-7%,-5%,-7%,4.1%,17%,8%,-1.1%,·,·,i,5.4,
COc1ccc(NC(=S)NC23CN4CN(CN(C4)C2)C3)cc1,-18%,-6%,-4%,-2.7%,2%,-6%,-0.2%,35,759,i,0.7,
O=C(NC(NC(=S)Nc1c(Cl)cc(Cl)cc1Cl)C(Cl)(Cl)Cl)OCc1ccccc1 (configuration not stated),-7%,2%,-2%,0.1%,-5%,14%,-2.8%,-14,572,i,1.2,
COc1cc2c(cc1OC)CN(c1ccc([N+](=O)[O-])cc1C#N)CC2,-68%,-1%,-4%,1.1%,-11%,2%,-4.6%,-13,622,i,1.0,

# Reprinted at random: 2 records from the list, in no set order.
SMILES,AID2073,Dengue-2 NS5 capping,LYP inhibition,HIV peptide binding,HEK293 NOD2/NF-kB,SIAH1 antagonists,XIAP displacement,Lipid droplet,Lipid droplet cells 6.5 µM,Myeloid diff 2,Myeloid diff 2 GFP+ MAC1+ %,others
COC(=O)c1cc(OC)c(OC)cc1NC(=O)c1cccc(OC)c1OC,1%,-1%,-4%,-1.6%,20%,-1%,1.5%,-12,721,i,0.5,
CC(C)C1=Nc2cccc3cccc(c23)N1,-43%,-1%,0%,-2.1%,14%,3%,-7.0%,·,·,i,0.0,

# (next part)
SMILES,AID2073,Dengue-2 NS5 capping,LYP inhibition,HIV peptide binding,HEK293 NOD2/NF-kB,SIAH1 antagonists,XIAP displacement,Lipid droplet,Lipid droplet cells 6.5 µM,Myeloid diff 2,Myeloid diff 2 GFP+ MAC1+ %,others
CC(=O)Nc1ccc(S(=O)(=O)NC2C3(C)CCC(C3)C2(C)C)cc1 (configuration not stated),8%,3%,-9%,-1.7%,10%,2%,·,-1,812,i,0.5,
Cc1ccc2cc(CCNC(=O)c3cc4ccccc4o3)c(=O)[nH]c2c1C,8%,-2%,0%,-0.7%,15%,5%,-4.4%,-4,720,i,1.9,
CCOC(=O)C1CCN(C(=O)C2c3ccccc3C(=O)N(C)C2c2ccc(OC)cc2)CC1 (configuration not stated),-6%,-1%,4%,0.5%,-2%,2%,-0.5%,-12,654,i,1.3,
Cc1ccccc1C(=O)c1cccn1CC(=O)N1CCCCCC1,-3%,-3%,-8%,0.4%,14%,0%,-8.5%,·,·,i,1.5,
Clc1ccc(C=NC23CN4CN(CN(C4)C2)C3)cc1,-8%,-7%,-4%,-1.4%,1%,-7%,-2.4%,·,·,i,1.3,
Cc1ccc(-c2nn(-c3ccccc3)cc2NC(=O)c2ccccc2)cc1,10%,2%,9%,0.3%,-16%,3%,-4.9%,-1,594,i,1.8,
CC(=O)Nc1cccc(-c2cc(-c3c(Cl)cccc3Cl)no2)c1,-17%,-2%,-6%,-0.8%,14%,15%,·,8,733,i,0.3,
Cc1ccc(N(CN2C(=O)c3ccccc3C2=O)C(=O)c2ccc([N+](=O)[O-])cc2[N+](=O)[O-])cc1,7%,-11%,-12%,-0.1%,-7%,2%,-3.0%,-4,576,i,0.3,
CCOC(=O)C1CCCN(C(=O)c2cc(=O)c3ccccc3o2)C1 (configuration not stated),-3%,1%,-8%,-1.6%,13%,-6%,-7.0%,5,732,i,1.2,
CC(=O)Nc1cccc(NC(C)=O)n1,-6%&13%,-4%,-1%&-7%,-0.4%&3.1%,8%&13%,4%&-4%,-7.3%,8&0,730&725,i,0.6,
S=C(NCc1ccncc1)Nc1ccc(Cl)cc1,9%,-4%,-8%,1.3%,16%,20%,-3.5%,15,658,i,0.2,
COc1cc2[nH]c(=S)nc(NCCc3ccc(S(N)(=O)=O)cc3)c2cc1OC,-15%,-10%,-4%,-2.0%,24%,-8%,-2.7%,24,660,i,0.3,
COc1ccc(S(=O)(=O)N2CCC(C(=O)NCCC(=O)Nc3ccc(Cl)cc3)CC2)cc1,12%,-2%,-6%,0.6%,-5%,0%,·,22,751,i,1.6,
CCC(C)NC(=O)c1c(N)n(/N=C/c2cccnc2)c2nc3ccccc3nc12 (configuration not stated),15%,1%,2%,-0.5%,10%,10%,-2.4%,·,·,i,0.6,
CCCN(CC(=O)Nc1ccccc1Br)CC(=O)Nc1ccc(F)c(F)c1F,12%,0%,0%,0.0%,-24%,-5%,-5.9%,-13,708,i,0.4,
COCC1CCN(C(=O)C2CCN(c3nc(-c4ccccc4)nc4c3CCC4)CC2)C1 (configuration not stated),4%,-6%,-7%,-0.6%,9%,-6%,·,11,839,i,0.4,
Cn1nc(C(F)(F)F)c(-c2cccc(C(F)(F)F)c2)c1NC(=O)c1nccnc1C(=O)O,4%,·,-6%,0.7%,3%,-8%,·,2,631,i,0.8,
CCNC(=S)N/N=C/c1sccc1C,-12%,·,1%,-1.7%,-5%,8%,-4.3%,6,651,·,·,

# Only part of the results is shown, so the mix of outcomes need not match the whole.
